Source: PubChem (several laboratories)
Anthrax LF prot – Bacillus anthracis LF protease inhibitors, primary screen, biochemical, multiplex microsphere, MLPCN library | inhibition, % at 10 µM | AID 588501, 2011 | multiplex microsphere protease cleavage assay | 360,000 compounds, 0.12% hits; also: plate controls were buffer without enzyme for full effect and enzyme alone for no effect
Target sequence (P15917 whole entry, looked up): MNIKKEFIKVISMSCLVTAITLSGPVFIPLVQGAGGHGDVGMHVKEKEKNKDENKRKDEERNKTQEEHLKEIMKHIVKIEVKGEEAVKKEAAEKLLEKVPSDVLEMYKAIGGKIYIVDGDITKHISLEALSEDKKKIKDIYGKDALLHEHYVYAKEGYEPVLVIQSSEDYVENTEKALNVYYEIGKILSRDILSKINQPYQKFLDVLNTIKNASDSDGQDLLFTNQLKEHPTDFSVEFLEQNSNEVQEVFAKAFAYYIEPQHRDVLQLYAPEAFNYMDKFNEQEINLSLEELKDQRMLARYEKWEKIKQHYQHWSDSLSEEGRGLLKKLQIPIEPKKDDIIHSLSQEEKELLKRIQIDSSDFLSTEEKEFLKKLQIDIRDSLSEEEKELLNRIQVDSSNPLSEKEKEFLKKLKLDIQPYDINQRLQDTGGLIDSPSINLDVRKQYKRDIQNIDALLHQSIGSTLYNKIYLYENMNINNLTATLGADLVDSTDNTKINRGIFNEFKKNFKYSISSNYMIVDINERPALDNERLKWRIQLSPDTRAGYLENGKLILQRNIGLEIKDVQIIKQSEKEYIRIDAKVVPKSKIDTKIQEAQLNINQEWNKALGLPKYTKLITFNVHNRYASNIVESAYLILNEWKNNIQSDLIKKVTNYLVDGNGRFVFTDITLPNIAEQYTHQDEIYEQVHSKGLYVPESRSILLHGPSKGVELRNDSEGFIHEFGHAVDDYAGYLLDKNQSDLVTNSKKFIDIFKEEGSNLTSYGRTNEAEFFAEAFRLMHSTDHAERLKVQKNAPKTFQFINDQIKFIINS
TcdB GH inh – TcdB glycohydrolase inhibitors, primary screen, biochemical, single point, plate reader. Toxin B (Clostridioides difficile), P18177. TcdB glycohydrolase enzymatic assay. inhibition, % at 9.99 µM. 350,000 compounds, 0.24% hits. AID 652162, 2013; in the data active = inhibition above about 10%
BoNT-A LC inh2 – BoNT/A light chain protease inhibitors, primary screen, biochemical, flow cytometry, MLPCN library. inhibition, % at 10 µM. multiplex microsphere protease substrate cleavage. AID 588499, 2011. Botulinum neurotoxin type A light chain protease (Clostridium botulinum A str. ATCC 3502). 360,000 compounds, 0.17% hits; also: plate controls were buffer without enzyme for full effect and enzyme alone for no effect
BoNT-F LC inh – BoNT/F light chain protease inhibitors, primary screen, biochemical, flow cytometry, MLPCN library; inhibition, % at 10 µM; Botulinum neurotoxin type F light chain protease (Clostridium botulinum); 360,000 compounds, 0.22% hits; Multiplex microsphere protease cleavage assay; AID 588497, 2011; in the data active = inhibition above about 35%, passing the limit was not always enough; inconclusive = no clear call, values can overlap the other calls; also: plate controls were buffer without enzyme for full effect and enzyme alone for no effect
PrPC surface inh – inhibitors of human cell surface prion protein PrPC, primary screen, cell-based, TR-FRET; 370,000 compounds, 0.43% hits; TR-FRET read-out; inhibition, % at 13.8 µM; in the data active = inhibition above about 24%; also: 0% = median of the test wells and 100% = reference compound wells
PfHsp40 rescue – rescue of yeast from PfHsp40 toxicity, primary screen, S. cerevisiae, ATP luminescence; growth rescue, % at 12.5 µM; S. cerevisiae expressing PfHsp40, growth rescue; 340,000 compounds, 0.68% hits; in the data active = growth rescue above about 28%, passing the limit was not always enough; inconclusive = no clear call, values can overlap the other calls;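 also: yeast W303a lacking pdr1 and pdr3 grown in galactose medium; growth measured after three days at 30 °C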
FadD28 FP inh – inhibitors of FadD28 bisubstrate probe binding, primary screen, biochemical, fluorescence polarization, single point | 360,000 compounds, 0.22% hits | AID 588549, 2011 | inhibition, % at 12.5 µM; in the data active = inhibition above about 8.5%, passing the limit was not always enough; inconclusive = no clear call, values can overlap the other calls
CCHFV vOTU inh – CCHFV vOTU protease inhibitors, primary screen, biochemical, Pep-AMC substrate, fluorescence; 370,000 compounds, 0.55% hits; inhibition, % at 11.5 µM; Crimean-Congo hemorrhagic fever virus L polyprotein viral ovarian tumor (vOTU) protease …; in the data active = inhibition above about 30%; also: 0% = vehicle wells with enzyme and 100% = no enzyme wells
Y pestis TopoI – Yersinia pestis topoisomerase I inhibitors, primary screen, biochemical, cleavage product accumulation, plate reader, single point. DNA topoisomerase I (Yersinia pestis CO92). Y. pestis Topo-I cleavage product accumulation. activity, % at 10 µM. 360,000 compounds, 0.064% hits. AID 504884, 2011; in the data active = activity above about 50%, passing the limit was not always enough; inconclusive = no clear call, values can overlap the other calls; also: inactives centre near 2
Starred values were filed as active, the others as inactive; ? = inconclusive; . = not tested or not shown; & = joins results of further samples. Rule as the data show it, unless noted: active = inhibition above about 30%; inconclusive = no clear call, values can overlap the other calls; inactive = below that.

Sample of the layout (five entries):
SMILES	Anthrax LF prot	TcdB GH inh	BoNT-A LC inh2	BoNT-F LC inh	PrPC surface inh	PfHsp40 rescue	FadD28 FP inh	CCHFV vOTU inh	Y pestis TopoI
CCOC(=O)C1(CC2CCCCO2)CCN(C(=O)Nc2ccc(C(=O)OC)cc2)CC1 (stereo not drawn)	6	1.3	-0.8	-8	3	0.9	-1.8	6	10
CCC(=O)Nc1cccc(Oc2nc(C)cc(C)c2C#N)c1	-6	0.7	-0.1	2	-2	0.5	-2.0	2	5
O=C(c1ccc(F)cc1)N1CCN(Cc2ccccc2)CC1	-4	0.3	1.6	-36	-6	0.6	-0.7	8	2
CCCCNc1ccc(C(=O)Nc2cccc(C)n2)cc1[N+](=O)[O-]	-4	.	-1.2	-4	8	0.0	-0.7	3	-5
CNS(=O)(=O)c1cccc(C(=O)OCC(=O)c2cc(C)n(-c3ccc4c(c3)OCO4)c2C)c1	-7	.	0.0	-8	11	1.3	-1.2	-4	5

This part in full, previewed entries included:
SMILES	Anthrax LF prot	TcdB GH inh	BoNT-A LC inh2	BoNT-F LC inh	PrPC surface inh	PfHsp40 rescue	FadD28 FP inh	CCHFV vOTU inh	Y pestis TopoI
CCOC(=O)C1(CC2CCCCO2)CCN(C(=O)Nc2ccc(C(=O)OC)cc2)CC1 (stereo not drawn)	6	1.3	-0.8	-8	3	0.9	-1.8	6	10
CCC(=O)Nc1cccc(Oc2nc(C)cc(C)c2C#N)c1	-6	0.7	-0.1	2	-2	0.5	-2.0	2	5
O=C(c1ccc(F)cc1)N1CCN(Cc2ccccc2)CC1	-4	0.3	1.6	-36	-6	0.6	-0.7	8	2
CCCCNc1ccc(C(=O)Nc2cccc(C)n2)cc1[N+](=O)[O-]	-4	.	-1.2	-4	8	0.0	-0.7	3	-5
CNS(=O)(=O)c1cccc(C(=O)OCC(=O)c2cc(C)n(-c3ccc4c(c3)OCO4)c2C)c1	-7	.	0.0	-8	11	1.3	-1.2	-4	5
CCOC(=O)c1cnn(-c2sc(C(=O)OCC)c(C)c2C(=O)OCC)c1N	-2	1.5	0.7	3	10	-1.1	1.4	-11	-3
Cc1c(C(=O)Nc2ccc(S(=O)(=O)N3CCOCC3)cc2)cccc1[N+](=O)[O-]	7	0.5	4.2	26	-5	1.5	-1.9	6	13
O=C(CCC1CCCN(C(=O)C2=CCCCC2)C1)N1CCN(c2ccccn2)CC1 (stereo not drawn)	0	0.7	-0.1	3	12	-0.2	1.4	-2	9
Cc1ccc(C(=O)C(C)OC(=O)Cc2n[nH]c(=O)c3ccccc23)cc1C (stereo not drawn)	?	0.1	0.5	9	4	1.8	-0.9	2	10
CCCOC(=O)c1ccc(Oc2cn[nH]c2-c2ccc(OCC(=O)NN)cc2O)cc1	-12	-0.4	-1.0	-9	6	0.9	-3.8	17	-1
CCOc1ccc(S(=O)(=O)N(C)c2ccc(OCC(=O)NCc3ccc(C(=O)OC)cc3)cc2)cc1	-8	2.3	-1.8	-6	7	1.9	0.2	-1	40
CC(=O)Nc1ccc(C(=O)N/N=C/c2ccc(F)cc2)cc1	-8	-1.3	-0.9	-3	-1	-0.3	-0.6	1	-5
Cc1ccc(S(=O)(=O)Nc2cc(Cl)c(O)cc2C)cc1	-1	.	3.0	5	17	0.1	2.2	-2	9
O=C1C=CC(=O)N1c1ccc2c(c1)C(NC(=O)C(F)(F)F)c1ccccc1-2 (stereo not drawn)	1	-1.4	0.3	-5	-10	?	-1.2	-2	-2
COc1ccc(CCNC(=O)c2ccc(Cl)nc2)cc1	-3	0.4	-1.1	-5	-4	-0.4	1.3	6	4
Cc1ccc(-c2nnn(CC(=O)NCCC3=CCCCC3)n2)cc1	-4	.	0.1	-23	-2	0.0	-2.3	1	-2
CC(C)CC(=O)Nc1cccc(-c2csc(-c3ccccc3)n2)c1	2	.	1.2	12	-1	3.2	-1.4	15	-4
CCOC(=O)c1cc(OC(=O)c2cccs2)n(-c2ccccc2)n1	-1	-1.3	-0.9	-2	.	-0.5	-0.9	.	0
CCOc1cc(N2CCOCC2)c(OCC)cc1NC(=O)COc1ncnc2ccc(Br)cc12	0	.	0.2	9	5	-0.3	-2.5	-3	2
COc1ccc2[nH]c(=O)c(CN(Cc3cccs3)C(=S)Nc3cccc(C)c3)cc2c1	0	-0.4	0.3	4	4	-1.7	-5.7	3	0
COc1ccccc1CN(C)C[C@H]1OCc2cnnn2CCCC(=O)N([C@@H](C)CO)C[C@@H]1C	-2	-1.0&-0.3	-0.2	-2	-8	.	-1.7	-6	-4
N#C/C(=C\c1cccn1S(=O)(=O)c1cccc([N+](=O)[O-])c1)S(=O)(=O)c1ccc(F)cc1	-3	0.7	-0.2	-5	-15	.	-3.0	5	1
Cc1nnc(SCC(=O)Nc2ccc3c(c2)OCO3)n(N)c1=O	-5	0.8	-1.2	-3	7	-1.4	0.2	-8	8
Cc1cc(NC(=O)c2cc([N+](=O)[O-])ccc2Cl)no1	25	1.4	4.4	20	-21	-1.1	-1.0	-14	-2
CC1(C)CC(n2[nH]c(=O)c3c2NC(=O)CSC3c2ccc(F)cc2)CCO1 (stereo not drawn)	-6	.	-3.0	-53	-3	0.0	-2.1	5	-8

(further entries)
SMILES	Anthrax LF prot	TcdB GH inh	BoNT-A LC inh2	BoNT-F LC inh	PrPC surface inh	PfHsp40 rescue	FadD28 FP inh	CCHFV vOTU inh	Y pestis TopoI
Cc1cc(NC(=S)N(Cc2ccc(Br)cc2)Cc2ccc(C(=O)O)cc2)ccc1Cl	-2	0.5	-0.6	-1	10	?	1.9	7	-6
CC(C)NS(=O)(=O)c1ccc(OCC(=O)NCc2cccnc2)cc1	-4	-0.2	-0.4	-4	-1	-0.5	-1.3	-12	1
O=C(Nc1nc(N2C(=O)c3ccccc3C2=O)n(-c2ccccc2)n1)c1ccccc1	-3	.	-1.4	-15	5	-1.0	-3.8	4	-9
CCCCN1C[C@H](Cc2ccccc2)[C@@H](CC(=O)NC)C1=O	-6	-0.8	0.2	-4	3	.	-0.8	-7	3
Cc1ccc(NC(=O)CSc2nc(O)cc(=O)n2-c2ccc(C)cc2)cc1	1	-1.2	1.2	6	6	-0.3	-0.4	10	-1
CC(C)Sc1nc2ccc(N3C(=O)C4CCCCC4C3=O)cc2s1 (stereo not drawn)	-1	-1.1	0.1	1	-5	0.4	0.2	-8	3
Cc1cc(C2C(=O)c3ccccc3C2=O)c(C)c(C)c1C	-8	0.4	0.6	?	-4	-1.0	-3.5	1	8
O=C(CCn1nnc2ccccc21)Nc1nnc(Cc2ccccc2)s1	-5	.	-1.8	-3	9	0.1	-5.5	2	33
CC(C)=C1C(=O)NN(c2cccc(Cl)c2)C1=O	0	0.3	-0.2	0	0	0.6	1.1	11	-3
N#Cc1ccc(S(=O)(=O)N2CCCN(c3ccc(C(F)(F)F)cn3)CC2)cc1	-4	1.5	0.2	0	0	-0.2	-8.2	8	3
CSc1ccc(OC2(C)CCN(Cc3ccc(-c4ccccn4)cc3)C2)cc1 (stereo not drawn)	-10	0.6	-0.8	-10	5	.	-2.9	3	3
CCCC(=O)Nc1ccc(C(=O)N/N=C/c2ccc[nH]2)cc1	2	.	2.8	-10	6	1.0	-1.1	0	1
COc1ccc(Cc2noc(-c3ccc(OC)c(OC)c3)n2)cc1OC	-4	1.0	0.3	-2	2	-0.1	-2.2	1	4
O=C(CN(c1ccccc1)S(=O)(=O)c1ccc(F)cc1)NC1CCS(=O)(=O)C1 (stereo not drawn)	0	0.8	0.0	0	-2	-0.8	-1.1	-11	-1
C[C@H](CO)N1C[C@H](C)[C@H](CN(C)Cc2ccncc2)OCc2ccccc2-c2c(n(C)c3ccccc23)C1=O	1	0.0&-2.0	-0.1	-5	4	.	0.1	12	17
CCC(C(=O)Nc1cccnc1)c1ccccc1 (stereo not drawn)	-13	0.3	2.9	-7	-1	-0.1	-2.3	6	7
Cc1nc(-c2ccc(S(=O)(=O)Nc3cccc(S(N)(=O)=O)c3)s2)cs1	9	0.7	0.7	?	3	-0.3	0.6	1	10
O=C1NC(=O)N(Cc2ccccc2)C(=O)/C1=C/c1cnc(-c2ccccc2)nc1	-4	0.5	-1.3	-10	-5	0.6	-3.6	8	7
COc1ccc(CCNC(=O)C2CC(c3cc(C(F)(F)F)cc(C(F)(F)F)c3)=NO2)cc1 (stereo not drawn)	-4	0.2	0.2	3	2	3.4	-3.1	6	4
Cc1cc(C(=O)Cn2ncc(Cl)c(Cl)c2=O)c(C)n1CC(F)(F)F	-2	0.3	-0.6	-11	-18	-0.1	-17	3	-3
CC(C)(C)NC(=O)Cn1c(SCC(=O)NCc2cccs2)nc2ccccc21	-5	.	-3.3	-21	10	-0.6	-3.0	-2	-7
O=C(c1cnsn1)N1CCN(c2ccccc2)CC1	2	.	0.7	5	0	-0.2	-0.1	23	3
Cc1occc1C(=O)Nc1cc(C(C)(C)C)on1	-2	.	-0.9	1	4	-0.8	-3.1	-14	-7
COC(=O)c1cc(C(=O)OCC(=O)N2CCCCC2)cc([N+](=O)[O-])c1	3	1.6	0.2	-5	-28	-0.1	0.2	11	12
CC1CCCC(C)N1C(=O)CSCc1ccc(Cl)cc1 (stereo not drawn)	-1	.	1.2	2	1	-0.1	-2.4	4	33

Next compounds.
SMILES	Anthrax LF prot	TcdB GH inh	BoNT-A LC inh2	BoNT-F LC inh	PrPC surface inh	PfHsp40 rescue	FadD28 FP inh	CCHFV vOTU inh	Y pestis TopoI
CN1CCC(C2(O)c3ccccc3CSc3sccc32)CC1 (stereo not drawn)	-1	.	0.9	9	1	-1.0	-4.6	3	-6
C=CCNC(=O)/C(C#N)=C/c1c(N2CCCCCC2)nc2ccccn2c1=O	-1	1.3	-1.8	-11	-19	0.0	-0.5	-131	15
NS(=O)(=O)c1ccc(NC2(C(=O)O)CCCC2)cc1	-3	-0.4	0.2	0	0	0.5	-0.2	-5	-1
O=C(NCc1ccco1)c1ccc(S(=O)(=O)N2CCCCCC2)cc1	0	1.1	-0.4	-4	-10	0.1	-2.2	-1	5
COCCN(C(=O)c1ccco1)c1nc(-c2ccc(OC)cc2)cs1	-6	1.7	0.3	-2	2	.	-3.2	2	19
COc1ccc(NC(=O)CN(C)CC(=O)N2CCCCCC2)cc1	?	2.2	?	?	3	0.9	-0.7	10	1
CC1(C)CC(NC(=O)c2cccc(S(=O)(=O)N(Cc3ccccc3)c3ccccc3)c2)CC(C)(C)N1	.	0.0	.	.	-11	-1.4	-4.6	-9	-30
Cc1ccc(C)c(OCc2nnc(N)s2)c1	4	.	0.7	-3	0	0.6	-1.2	10	-4
O=C(OCc1nc2ccccc2s1)c1ccc(Br)s1	2	.	-0.9	-3	5	0.6	-3.1	0	50
COCCn1c(=O)[nH]c2cc(C(=O)NCCCN3CCN(c4ccc(F)cc4)CC3)ccc2c1=O	-1	.	-0.4	7	-4	0.0	-2.3	15	4
CC(C)(C)c1cc(CNC2CS(=O)(=O)C[C@@H]2O)cc(C(C)(C)C)c1O (stereo partly drawn)	-4	.	-0.2	14	-3	-0.4	-1.3	4	11
O=c1c2ccccc2cnn1Cc1n[nH]c(=S)n1-c1ccc(Cl)cc1	-1	.	0.0	0	-1	1.8	-2.1	-4	-2
COc1cccc(C(=O)NC2CCN(C(=O)N3c4ccccc4Sc4ccccc43)CC2)c1	-10	-0.8	-0.8	-12	5	0.1	-2.2	-8	25
Nc1ccc(N=Nc2ccccc2)cc1[N+](=O)[O-]	-1	1.4	0.2	0	-20	4.0	-2.8	23	-24
Cc1sc2ncnc(N3CCC(C(=O)N(C)CC(=O)Nc4ccccc4Cl)CC3)c2c1C	-9	-0.6	-29	-49	3	1.3	.	4	29
CC[C@]12C(=O)N(C)C[C@H]([C@@H]3C(=O)N(C)C(=O)[C@@H]31)N2C(=O)c1ccc(Cl)c(Cl)c1	2	.	-0.3	-5	.	-1.6	-0.9	.	-1
